Compound activity (PubChem)
RMI-FANCM inh: blocks RMI1/RMI2 complex binding to FANCM MM2 peptide. AID 1159607. FP signal (polarization) at 33 µM. Fluorescence polarization, RMI core complex with F-MM2 peptide; active compounds read low. 0.58% of 70,000 active; in the data active = FP signal below about 40; note: inactives centre near 61; strong numbers were not always called active; unit not given here
* marks the source's active call; other numbers are inactive results; & = joins results of further samples.

SMILES | RMI-FANCM inh
Cn1c(=O)c2c(nc(NCc3cccnc3)n2CC(=O)c2ccccc2)n(C)c1=O | 72
CCOc1ccc(NS(=O)(=O)c2ccc(Oc3ccccc3)cc2)cc1 | 53
S=c1sc2c(s1)SCC1(CS2)OCCO1 | 54
CCOc1ccc(C(=O)NCCCc2ccc(N(C)C)cc2)cc1 | 70
O=C(NC1CC1)C(=O)N1CCN(c2cccc(Cl)c2)CC1 | 55
O=C(Cc1ccccc1)NC1=NCCS1 | 50
O=C(CSC1=NS(=O)(=O)c2cc(Cl)ccc2N1)Nc1cccc([N+](=O)[O-])c1 | 55
Cc1cccc(N2C(=O)N(c3cccc([N+](=O)[O-])c3)C3CS(=O)(=O)CC32)c1C (stereo unspecified) | 67
O=C1N(c2ccc(Br)cc2)C2CS(=O)(=O)CC2N1c1ccccc1Cl (stereo unspecified) | 62
O=C(NCCn1nc(-c2ccc(Cl)cc2)ccc1=O)c1ccccc1C(F)(F)F | 56
COc1ccc(S(=O)(=O)N2CCN=C2c2ccccc2)c(C)c1C | 64
C=CCn1c(SCC(=O)N2CCc3cc(OC)c(OC)cc3C2)nc2sc3c(c2c1=O)CCC3 | 78
CCOC(=O)CNC(=O)CSc1ncnc2ccccc12 | 58
CCc1nc2cc(C(F)(F)F)cc(Cl)c2nc1CC | 54
O=C(CCN1CCOCC1)N1N=C(c2ccccc2)CC1c1cccc([N+](=O)[O-])c1 (stereo unspecified) | 57
CNC(=O)c1ccsc1NC(=O)c1ccn(C)n1 | 70
Cn1ccc(C(=O)N=c2sc3cc4c(cc3n2C)OCCO4)n1 | 94
C=CCNC(=O)c1c(N)n(CCc2ccc(F)cc2)c2nc3ccccc3nc12 | 68
Cc1cc(=O)[nH]c(SCC(=O)O)n1 | 57
O=C(NCC1CCN(Cc2ccccc2)CC1)C(=O)NC1CCCCC1 | 73
COc1ccc(C(=O)COc2ccc3c(c2)O/C(=C\C2=Cc4ccccc4OC2)C3=O)cc1OC | 62
NC(=O)CSc1nccc(-c2ccccc2)n1 | 58
CC(=O)Nc1ccc(S(=O)(=O)Nc2ccc3c(c2)CN(C(=O)C(C)C)CC3)c(C)c1 | 72
COc1ccc2nc(-c3ccc(OC)c(NS(=O)(=O)c4ccccc4F)c3)cn2n1 | 69
CSc1n[nH]c(NC(=O)c2ccc(Cl)c(Cl)c2)c1S(=O)(=O)c1ccc(Cl)cc1 | 58
Cc1nc2ccc(NC(=O)Cc3ccc(F)cc3)cc2c(=O)n1-c1ccccc1 | 63
COc1ccc(CCNC(=S)NC2CC3CCC2C3)cc1OC (stereo unspecified) | 53
O=C1c2ccccc2OCC1c1ccccc1 (stereo unspecified) | 57
O=C(C1=C(O)C(=O)N(CCCN2CCOCC2)C1c1ccco1)c1cccs1 (stereo unspecified) | 57
Cc1nnsc1C(=O)Nc1cc(-c2ccccc2)nn1C | 55
Cc1nc2nc(C)c(CCC(=O)O)c(=O)n2[nH]1 | 56
Cn1nc(C(=O)N2CCN(C(=O)c3ccco3)CC2)ccc1=O | 61
O=C(Nc1nnc(-c2cccc([N+](=O)[O-])c2)s1)c1ccc2c(c1)OCO2 | 58
Cc1ccc(NC(=O)Cn2cccc(-c3nc(-c4ccc(Br)cc4)no3)c2=O)c(C)c1 | 67
COc1cccc(NC(=O)Nc2nc(-c3ccccc3)cs2)c1 | 65
Cc1noc(C)c1CSc1nc2sc(C)c(C)c2c(=O)n1-c1ccccc1 | 81
COC(=O)c1ccc2c(=O)n(Cc3cccc(Br)c3)c(=S)[nH]c2c1 | 63
CCOc1cc(S(=O)(=O)N2CCCC2)ccc1F | 56
O=S(=O)(NCC(c1ccsc1)N1CCCCCC1)c1ccc(-c2ccccc2)cc1 (stereo unspecified) | 55&65
Fc1cccc(-n2nnnc2-c2ccccc2Cl)c1 | 59
Cc1ccc(-c2cc3c(SCc4cccc(F)c4)nccn3n2)cc1C | 75
CCOC(=O)N1CCc2c(sc(NC(=O)CSc3ccc(OC)cc3)c2C(=O)OC)C1 | 75
COc1ccccc1CCNC(=O)CC1CCCCN1S(=O)(=O)c1ccccc1 (stereo unspecified) | 78
CC(C)(C)OC(=O)N1CCNC(=O)C1CC(=O)OCCOc1ccccc1 (stereo unspecified) | 64
CSc1ccccc1NC(=O)C(=O)N1CCC(Cc2ccccc2)CC1 | 57
CC(=O)Nc1ccc2nc(NC(=O)c3ccc(S(=O)(=O)N(C)CC4CCCO4)cc3)sc2c1 (stereo unspecified) | 56
Cc1ccccc1NC(=O)Cn1ccn2nc3c(c2c1=O)CCCC3 | 67
CCOc1cc(C)c(C(C)C)cc1S(=O)(=O)N1CCN=C1c1ccccc1 | 67
CCOC(=O)c1sc(NC(=O)CSc2ncc(-c3ccccc3)n2C)nc1C | 56
CCC(NS(=O)(=O)c1ccc(C)cc1)C(=O)OC (stereo unspecified) | 61

A different layout for some results above:
RMI-FANCM inh	Structure
58	O=C(Nc1nnc(-c2cccc([N+](=O)[O-])c2)s1)c1ccc2c(c1)OCO2
67	Cc1ccc(NC(=O)Cn2cccc(-c3nc(-c4ccc(Br)cc4)no3)c2=O)c(C)c1
65	COc1cccc(NC(=O)Nc2nc(-c3ccccc3)cs2)c1

The list goes on:
SMILES | RMI-FANCM inh
O=C1c2ccccc2C(=O)N1c1ncc(Cc2ccc(Br)cc2)s1 | 61
COC(=O)c1ccsc1NC(=O)CCS(=O)(=O)c1ccccc1 | 74
O=S1(=O)CCC(NC(=S)SCc2ccccc2)C1 (stereo unspecified) | 61
O=C(CN1CCCCC1)N1N=C(c2c(-c3ccccc3)c3cc(Cl)ccc3[nH]c2=O)CC1c1ccccc1Cl (stereo unspecified) | 67
COCCOc1ncc(NC(=O)CSCC(=O)O)cc1C(F)(F)F | 59
COCCNC(=O)Cc1csc2nc(-c3ccccc3)cn12 | 62
CC1Sc2ccc(Cl)cc2-c2nc(N)ncc21 (stereo unspecified) | 57
COc1cccc(CNC(=O)CCCn2nc(-c3ccco3)ccc2=O)c1 | 67
COc1ccc(-c2cn3c(CC(=O)Nc4ccc(Cl)cc4)csc3n2)cc1 | 67
Cc1csc(SCCCNC(=O)Nc2ncccn2)n1 | 53
O=C(O)CSc1cccc2cccnc12 | 61
CCOc1cc(C(=O)Nc2c3c(nn2C(C)(C)C)CS(=O)C3)cc(OCC)c1OCC (stereo unspecified) | 61
O=C(c1cccs1)N1CCc2ccc(NS(=O)(=O)c3ccc(F)cc3)cc21 | 67
CCOC(=O)Cc1csc(NC(=O)CSc2nc3scc(-c4ccccc4)c3c(=O)n2-c2ccccc2)n1 | 63
COc1ccc(NC(=O)Cn2nc(SC)c(S(=O)(=O)c3ccc(F)cc3)c2N)cc1Cl | 76
COc1ccc(N2CCCS2(=O)=O)cc1NC(=O)c1ccc(Br)o1 | 60
CCc1ccc(-n2nnc(C(=O)OCc3nc(-c4cccc(Cl)c4)oc3C)c2C)cc1 | 70
CC(C)(C)S(=O)(=O)/C(C#N)=C/N1CCC(n2cccc2)CC1 | 56
COc1ccc(CCC(=O)Nc2c(C)nc3cc(C)ccn3c2=O)cc1 | 57
CCCCS(=O)(=O)N1CCCC(c2nnc(CC(C)(C)C)o2)C1 (stereo unspecified) | 62
Cc1cccc2[nH]c(SCC(=O)N3CCCCC3)nc12 | 61
O=C(Nc1nc(-c2ccccc2)c(C(=O)c2ccccc2)s1)c1ccc(Br)s1 | 65
CCC/C=N\NC(=O)c1cc([N+](=O)[O-])c(OC)c([N+](=O)[O-])c1 | 58
CC(=O)Nc1nc(SCC(=O)Nc2nc(C)cs2)[nH]c(=O)c1NC(=O)c1ccccc1 | 57
CCCCOc1ccc(C(=O)Nc2sccc2C#N)cc1 | 106
Cc1ccc(S(=O)(=O)NNC(=O)C23CC4CC(CC(C4)C2)C3)cc1 | 62
CC(=O)OC[C@@H]1O[C@H](n2cnc3c(=O)[nH]c(N)nc32)[C@@H](OC(C)=O)[C@H]1OC(C)=O | 64
CCOC(=O)c1c[nH]c2onc(C)c2c1=O | 57
OC(COc1ccc(Cl)cc1Cl)CN(Cc1ccccc1)c1ccccc1 (stereo unspecified) | 66
N/N=c1\nc2sccn2c2ncccc12 | 72
COc1cc(OC)cc(N2C(=O)C3N=NN(c4ccc(Cl)cc4)C3C2=O)c1 (stereo unspecified) | 62
CCC1CCCCN1S(=O)(=O)c1ccc(C(=O)Nc2ccc3scnc3c2)cc1 (stereo unspecified) | 77
COc1ccccc1N1CCN(C(=O)Nc2ccc(C(F)(F)F)cc2)CC1 | 58&55
O=S(=O)(c1cc(Br)c(Cl)s1)N1C=CC(C(F)(F)F)=NCC1 | 53
N/C(=N\OC(=O)Cc1cccs1)c1ccc(Cl)cc1 | 55
Cc1nc(SCc2ccccc2F)[nH]c(=O)c1CC(=O)N1CCN(c2ccccc2F)CC1 | 61
CN(C)CCN(C(=O)C1CC(=O)N(c2ccccc2)C1)c1nc2ccc(Cl)cc2s1 (stereo unspecified) | 77
Cc1c(Cl)cccc1NC(=O)CSc1ccc(NC(=O)C(C)C)nn1 | 141
Cn1c(=O)c2c(nc(CN3CCN(C(=O)c4ccco4)CC3)n2Cc2c(Cl)cccc2Cl)n(C)c1=O | 59
COc1ccc(NC(=O)CSc2nc(-c3ccccc3F)nc3c2c(=O)n(C)c(=O)n3C)c(OC)c1 | 93
S=C1NCN(CCCCc2ccccc2)CN1 | 59
O=C(Nc1ccc(SCc2cccnc2)nn1)c1cccs1 | 67
COc1ccc(-n2nnc(C(=O)Nc3ccccc3C(F)(F)F)c2C)cc1 | 67
O=C(NCC(c1cccs1)N1CCOCC1)C(=O)Nc1ccc2c(c1)OCO2 (stereo unspecified) | 51
CCN1C(=O)c2cccc3c(NC(=O)c4ccc(S(=O)(=O)N(C)C5CCCCC5)cc4)ccc1c23 | 59
CN1CCN(C(CNC(=O)C(=O)Nc2cccc(C(F)(F)F)c2)c2ccc3c(c2)CCN3C)CC1 (stereo unspecified) | 56
O=C(NCCn1ncccc1=O)Nc1ccccc1 | 62
CNC(=S)NNC(=O)C(C)Oc1ccc(Cl)cc1 (stereo unspecified) | 55
O=C(Nc1ccc(-c2nc3ccccc3s2)cc1)Nc1cc(F)cc2c1OCOC2 | 135
CC(=O)Nc1cccc(O)c1 | 66

A few values from above:
Result for CC(=O)Nc1ccc(S(=O)(=O)Nc2ccc3c(c2)CN(C(=O)C(C)C)CC3)c(C)c1 in RMI-FANCM inh: 72
Result for Cc1noc(C)c1CSc1nc2sc(C)c(C)c2c(=O)n1-c1ccccc1 in RMI-FANCM inh: 81

4 successive compounds out of the list so far:
SMILES | RMI-FANCM inh
O=C(NCCn1ncccc1=O)Nc1ccccc1 | 62
CNC(=S)NNC(=O)C(C)Oc1ccc(Cl)cc1 (stereo unspecified) | 55
O=C(Nc1ccc(-c2nc3ccccc3s2)cc1)Nc1cc(F)cc2c1OCOC2 | 135
CC(=O)Nc1cccc(O)c1 | 66

Carrying on.
SMILES | RMI-FANCM inh
Cc1ccc(-n2ncc3c(C)nn(CC#N)c(=O)c32)c(C)c1 | 63
CN(C)C=Nc1nc(Sc2ccc([N+](=O)[O-])cn2)n(C)n1 | 57
COc1ccc(C(=O)Nc2ccc3oc4ccc(NC(=O)c5ccc(OC)cc5)cc4c(=O)c3c2)cc1 | 60
O=C(NCc1ccccc1)C1CCC(C(=O)NCc2ccccc2)N1 (stereo unspecified) | 58
CC1=NNC(=O)/C1=C/c1ccc(-c2ccc(Cl)cc2)o1 | 65
Cc1cc([N+](=O)[O-])cc([N+](=O)[O-])c1Sc1ccc(Cl)cc1 | 52
COc1ccc(C)cc1NC(=O)NC1CC(=O)N(c2ccc3c(c2)OCCO3)C1 (stereo unspecified) | 55&54
O=[N+]([O-])c1ccc(C2CC(c3ccccc3O)=Nc3ccccc3S2)cc1 (stereo unspecified) | 61
Cc1ccccc1OCC(=O)Nc1ccc2c(c1)N(C(=O)c1cccs1)CC2 | 69
CCOC(=O)c1c(C(C)(C)C)oc2cc(Br)c(OCc3ccc(F)cc3)cc12 | 62
Cc1ccc(-c2ccc(=O)n(Cc3nc(-c4ccc(F)cc4)no3)n2)cc1 | 64
c1ccc2cc3sccc3cc2c1 | 57
COc1ccc(-c2csc(NC(=S)NC(=O)c3ccc(C(C)(C)C)cc3)n2)c(OC)c1 | 52
c1ccc2sc(SCc3cn4cccnc4n3)nc2c1 | 56
CCCS(=O)(=O)N1CCCc2cc(NS(=O)(=O)Cc3ccc(F)cc3)ccc21 | 54
COc1cccc(CNC(=O)c2cn(-c3ccc(C)cc3)nn2)c1 | 59
O=C(NCc1ccco1)C(=O)Nc1ccc(N2CCCCS2(=O)=O)cc1 | 50
Cc1ccc(CSc2nc(CC(=O)NCCC3=CCCCC3)cs2)cc1 | 60
CC(C)(C)c1csc(-c2ccc(-c3cccs3)s2)n1 | 100
O=C(c1ccc(CNS(=O)(=O)c2cccc(Cl)c2)cc1)N1CCCCC1 | 75
Cc1c(C(=O)O)nnn1-c1cc(C(F)(F)F)cc(C(F)(F)F)c1 | 55
O=C(c1cccs1)N(Cc1ccccc1)c1nc2ccc(F)cc2s1 | 61
O=C(Nc1ccc(N2CCOCC2)cc1)c1cnc2ccccc2n1 | 55
COc1ccc(Cl)cc1C(=O)Nc1ccc2c(c1)N(C(=O)c1ccco1)CCC2 | 62
O=S1(=O)CC(Cl)C(NC(=NCc2ccccc2)C(Cl)(Cl)Cl)C1 (stereo unspecified) | 60
CCOC(=O)c1nnn2c1nc(Sc1nc3ccccc3[nH]1)c1ccccc12 | 57
O=C(/C=C/c1cccs1)Nc1ccc2scnc2c1 | 52
CSc1nnc(SCc2csc(CS(=O)(=O)c3ccc(Cl)cc3)n2)s1 | 67
CCOC(=O)COc1nc(C)cc(C(F)(F)F)c1C#N | 60
COc1ccc(S(=O)(=O)Nc2nc3ccccc3nc2Nc2ccc(C(C)=O)cc2)cc1 | 58
COc1ccc(NC(=O)Cn2c(=O)n(Cc3ccccc3Cl)c(=O)c3nccnc32)c(OC)c1 | 68

This is a subset; count on the stated rates, not on these rows.
